# Coupling enz: counter-screen for Giardia aldolase inhibitors: coupling enzyme system; activity change, negative = inhibition, % at 58.2 µM, hits read low; coupling enzyme system counterscreen, AmpLite Red fluorescence; 290,000 tested, 0.67% active; in the data active = activity change below about -30%; note: % is set by controls: 0 for no effect and ±100 for the full control effect
#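 Final compound at 57.5 uM, incubated 10 min at RT with coupling enzyme reagent (glyceraldehyde-3-phosphate), then 20 min with substrate and AmpLite Red detection. Fluorescence read at 525/598 nm; tests interference with the coupling assay, not aldolase inhibition.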
# Giardia killer: Giardia lamblia killing; activity change, % at 7.66 µM, hits read low; Giardia lamblia trophozoite viability; 340,000 tested, 0.15% active; AID 540267; in the data active = activity change below about -80%; inconclusive = between about -30% and that limit;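 note: parasites exposed to compound for two days anaerobically before the ATP read; % is set by controls: 0 for no effect and ±100 for the full control effect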
#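 Trophozoites 100 cells/well + cpd; 48 hrs, 37 deg C, anaerobic. ATPLite 1-Step added, 15-30 min RT, luminescence read (ATP-based viability).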
# TRPV1 agonist: activates the human vanilloid receptor TRPV1. AID 540275. TRPV1-expressing cells, Fluo-8 calcium influx, agonist mode. activation, % at 8.33 µM. 320,000 tested, 0.19% active; in the data active = activation above about 80%; inconclusive = between about 30% and that limit; note: 0% is about no effect
#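 Fluo-8 calcium influx in TRPV1-expressing cells, kinetic read (ex 480/em 520 nm). Compound added and read 3 min for agonist activity, followed by capsaicin at EC20 final and 2 min further read for enhancement.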
# PKM2 activator: PKM2 (human) enzyme activation | P14618 | purified PKM2, Kinase-Glo ATP luminescence, activation; response scale: 0% is enzyme alone, no compound | Potency, µM (titrated, usually from 57.5 µM), inactives show top-dose activation, hits mostly activators | 260,000 tested, 0.34% active | AID 1631; note: potency is the fitted concentration of half-maximal effect; % is set by controls: 0 for no effect and ±100 for the full control effect; nearly all actives have a fitted effect of over 55% in size
#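 Purified hPK-M2 (>95%) run at intermediate activity with 0.1 mM ADP and 0.5 mM PEP in 50 mM imidazole pH 7.2, KCl, MgCl2; 1 h room temperature. ATP formed read by Kinase-Glo luminescence; normalized to uninhibited and no-enzyme controls.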
# KCNH2 3.1 inh: blocks the human KCNH2 3.1 channel isoform; activity change, % (tested at about 1.8 µM); 340,000 tested, 0.95% active; U2OS KCNH2 3.1, thallium flux FluxOr; active compounds read low;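 active = maximum activity change below -70%; inconclusive = maximum activity change from -70% to -50%; inactive = maximum activity change above -50%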;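 note: thallium influx rate constant from kinetic fluorescence after stimulation buffer; % is set by controls: 0 for no effect and ±100 for the full control effect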
#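 FluxOr-based Tl+ influx in U2OS cells transduced with KCNH2 3.1 virus; rate constants normalized to DMSO controls.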
# B2AR arrestin: beta2AR (human) beta-arrestin recruitment activity | beta-arrestin recruitment to beta2AR, cell-based reporter | Potency, µM (series often up to 46.1 µM), for the others: at the top dose activation, usual class: activators | 330,000 tested, 0.02% active;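 note: potency is the fitted concentration of half-maximal effect; 0% = DMSO controls and full agonism = EC100 isoproterenol or metaproterenol; nearly all actives have a fitted effect of over 65% in size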
# GALK inh: inhibitors of human galactokinase; P51570; Purified GALK, Kinase-Glo residual ATP luminescence; Potency, µM (titrated, usually from 57.5 µM), for inactives: at the highest dose activity change, negative = inhibition, usual class: inhibitors; 270,000 tested, 0.007% active; AID 1868; note: potency is the fitted concentration of half-maximal effect; % is set by controls: 0 for no effect and ±100 for the full control effect
# Target sequence (P51570 whole entry, looked up): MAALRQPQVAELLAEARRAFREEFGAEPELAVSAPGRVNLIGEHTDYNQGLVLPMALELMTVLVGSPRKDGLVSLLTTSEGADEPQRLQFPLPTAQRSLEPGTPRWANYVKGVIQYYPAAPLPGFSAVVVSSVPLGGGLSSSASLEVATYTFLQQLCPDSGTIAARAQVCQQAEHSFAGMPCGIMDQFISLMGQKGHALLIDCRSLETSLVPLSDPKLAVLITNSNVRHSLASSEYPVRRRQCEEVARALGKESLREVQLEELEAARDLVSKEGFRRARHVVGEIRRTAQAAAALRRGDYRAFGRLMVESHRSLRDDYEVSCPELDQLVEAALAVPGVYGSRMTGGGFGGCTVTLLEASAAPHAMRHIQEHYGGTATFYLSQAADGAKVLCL
#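 Kinase-Glo Plus luminescence measured ATP left after a 1 h room-temperature reaction. The reaction used 5 nM GALK, 100 uM galactose and 35 uM ATP at pH 8.0 (20 mM HEPES, 5 mM MgCl2, 60 mM NaCl, 1 mM DTT, 0.01% BSA).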
# hERG WT inh: KCNH2 (human, wildtype) channel inhibition; Q12809; U2OS, BacMam KCNH2, thallium flux FluxOr; active compounds read low; activity change, % at 1.84 µM; 340,000 tested, 0.37% active; AID 720551;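 active = maximum activity change below -70%; inconclusive = maximum activity change between -70% and -50%; inactive = maximum activity change above -50%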; note: % is set by controls: 0 for no effect and ±100 for the full control effect
#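 U2OS cells transduced with wild-type KCNH2 virus are loaded with FluxOr dye for 45 min, and thallium flux is measured in kinetic reads before and after stimulation buffer. Rate constants are normalized to DMSO controls.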
# MLL CXXC-DNA inh: inhibitors of human MLL CXXC domain-DNA interaction | Q03164 | MLL-CXXC / FITC-HOXA9 DNA fluorescence polarization | Potency, µM (highest dose often 115 µM), for the others: top-dose activity change, negative = inhibition, hits mostly inhibitors | 290,000 tested, 0.037% active | AID 2662; active = well fitted inhibition curve with a large enough effect in the polarisation, with a control signal flat, not every such curve was filed as active; inconclusive = small, poorly fitted or top-dose-only effect, or effect the other way, or a change in a side signal; inactive = no such curve, though single readings can be large or run the other way; the % refers to the polarisation; note: potency is the fitted concentration of half-maximal effect
#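 Fluorescence polarization: 7 uM MLL-CXXC (stock) preincubated 5 min with compounds, then 50 nM fluorescein-HOX-A9 DNA (stock) added; 30 min ambient. Buffer 50 mM Tris-HCl pH 7.5, 50 mM NaCl, 1 mM DTT, 0.05% BSA.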
# USP2a block: blocks human ubiquitin-specific protease USP2a | USP2 core, Ub-CHOP2 coupled fluorogenic reporter, 485/531 | O75604 | Potency, µM (top dose mostly 38.3 µM), for the others: at the top dose activity change, negative = inhibition, most hits filed as inhibitors | 330,000 tested, 0.01% active;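 note: potency is the fitted concentration of half-maximal effect; plate controls were DMSO wells for no effect and full inhibition by NEM control for full effect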
# Target sequence (O75604 whole entry, looked up): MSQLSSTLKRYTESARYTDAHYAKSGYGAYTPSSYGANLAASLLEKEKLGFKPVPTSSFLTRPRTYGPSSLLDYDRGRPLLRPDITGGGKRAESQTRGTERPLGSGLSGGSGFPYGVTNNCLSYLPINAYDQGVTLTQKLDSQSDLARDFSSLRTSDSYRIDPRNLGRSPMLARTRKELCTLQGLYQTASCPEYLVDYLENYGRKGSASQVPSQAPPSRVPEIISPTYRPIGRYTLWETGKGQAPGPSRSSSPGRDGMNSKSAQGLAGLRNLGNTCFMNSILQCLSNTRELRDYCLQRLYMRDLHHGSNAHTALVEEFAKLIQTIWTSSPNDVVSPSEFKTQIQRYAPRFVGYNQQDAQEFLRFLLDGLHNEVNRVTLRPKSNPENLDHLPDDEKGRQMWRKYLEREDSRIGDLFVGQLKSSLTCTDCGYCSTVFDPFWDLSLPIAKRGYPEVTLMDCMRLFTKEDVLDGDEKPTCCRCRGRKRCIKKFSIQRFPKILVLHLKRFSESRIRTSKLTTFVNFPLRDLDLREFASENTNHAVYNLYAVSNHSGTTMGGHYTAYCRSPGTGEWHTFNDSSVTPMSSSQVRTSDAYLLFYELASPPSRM
#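 USP2 core (10nM final) preincubated 30min RT with compound in 20mM Tris-HCl pH 8.0, 2mM CaCl2, 2mM beta-mercaptoethanol, 0.05% CHAPS; 25nM Ub-CHOP2 plus 25nM reporter substrate added, fluorescence (Ex485/Em531) read after 60min.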
# Menin-MLL TR inh: inhibitors of human menin-MLL interaction, mutant MLL peptide; Menin + Texas Red MLL mutant peptide, fluorescence polarization; AID 1768; O00255; Potency, µM (highest dose often 61.6 µM), without a hit: at the highest dose FP activity change, negative = inhibition, usual class: inhibitors; 270,000 tested, 0.23% active; active = well fitted inhibition curve with a large enough effect in the polarisation, with a control signal flat, not every such curve was filed as active; inconclusive = small, poorly fitted or top-dose-only effect, or effect the other way, or a change in a side signal; inactive = no such curve, though single readings can be large or run the other way; the % refers to the polarisation; note: potency is the fitted concentration of half-maximal effect; % of control where 0% means no effect; many of its hits are not listed in these tables
# * = called active by the depositor; i = inactive; ? = inconclusive; nt = no result given; & = joins results of further samples; [ ] = remark or other dose. Unless noted, calls come from the whole dose curve; as a rule, active = well fitted curve in the direction sought with a large enough effect; inconclusive = small, poorly fitted or top-dose-only effect, or another doubt; inactive = no such curve, though single readings can be large; an effect the other way counts as inactive or inconclusive. Some of the compounds tested; count on the stated rates, not on these rows.
SMILES,Coupling enz,Giardia killer,TRPV1 agonist,PKM2 activator,KCNH2 3.1 inh,B2AR arrestin,GALK inh,hERG WT inh,MLL CXXC-DNA inh,USP2a block,Menin-MLL TR inh
Cc1cc(C)c(C#N)c(SCc2c(F)cccc2[N+](=O)[O-])n1,-1,4,7,-7%,2,-0.9%,2%,-4,4%,-7%,-1%
COc1ccc(S(=O)(=O)N2CCCCCC2)cc1Br,4,11,?,-3%,13,-0.1%,3%,6,-7%,-1%,-6%
COc1ccccc1NC(=S)NNC(=O)c1nn(C)c(C)c1Br,4,1,1,-12%,14,-0.2%,0%,4,-4%,0%,-1%
CCCCc1nc(SCC(=O)N2CCCC2)c2c(=O)n(C)c(=O)n(C)c2n1,0,12,4,-2%,1,-0.9%,-4%,2,23%,1%,?
COc1cc(OC)cc(C(=O)NNC(=O)C2CSC3(C)CCC(=O)N23)c1 (stereo not given),nt,-7,-2,nt,9,0.0%,nt,-4,nt,2%,nt
NC(=O)c1cccnc1Oc1cccc(Cl)c1,0,-6,-1,-12%,-12,0.0%,-3%,-13,-2%,0%,nt
CSc1ccc(-c2ccco2)nn1,-15,7,3,-15%,-6,0.4%,2%,-3,6%,11%,?
COc1ccc(C2C(C#N)=C(N)Oc3n[nH]c(-c4ccccn4)c32)c(OC)c1OC (stereo not given),5,-2,-10,-1%,nt,-0.1%,2%,-4,-3%,3%,-8%
CCc1ccc(NC(=O)CSc2ccc(-c3cccnc3)nn2)cc1,-2,5,16,8%,-3,0.9%,4%,4,?,-1%,-8%
CCOC(=O)CC1C(=O)NCCN1C(=O)c1ccc(Cl)cc1Cl (stereo not given),2,5,9,nt,11,0.4%,1%,2,-1%,2%,33%[activator]
Cc1occc1C(=O)NNC(=O)c1nn(C)c(=O)c2ccccc12,2,17,-3,-4%,10,0.0%,0%,4,-10%,-1%,3%
Cc1noc(C)c1S(=O)(=O)N(C)C[C@H]1Oc2c(NS(=O)(=O)c3cn(C)cn3)cccc2C(=O)N([C@H](C)CO)C[C@@H]1C,nt,7,nt,nt,-6,-0.1%,nt,-3,nt,-3%,nt
CCOc1ccc(NC(=O)CC2C(=O)N(c3cccc(OC)c3)C(=O)N2CCOC)cc1 (stereo not given),0,-18,-13,-1%,10,-0.7%,-1%,-10,2%,1%,nt
CCCc1cc(=O)oc2cc(C)cc(OCC(=O)O)c12,13,5,-2,-3%,-5,-1.0%,-1%,0,1%,1%,-7%
COC(=O)[C@@H]1C[C@H]1[C@@H](NC(=O)c1cc(C)on1)c1ccccc1,3,-10,nt,-1%,-1,nt,nt,13,nt,nt,0%
COc1cc(O)c(C(CC(=O)N2CCN(c3ccccc3)CC2)c2cc(OC)c(OC)c(OC)c2)c(OC)c1 (stereo not given),3&2,?,-2,-5%,nt,-1.7%,5%,nt,0%,8%,-18%
O=C(N/N=C/C=C\c1ccco1)c1cccnc1,-14,-5,1,13%,11,0.1%,-1%,4,3%,0%,30%
Cc1cc(O)c(NC(=O)c2cc([N+](=O)[O-])ccc2Cl)cc1C,-15,-16,-8,12%,-11,-2.2%,2%,-1,-11%,2%,?
CN1C(=S)SC(/[N+]([O-])=C\c2ccccc2)C1(C)C (stereo not given),5,3,3,-1%,32,-0.4%,-1%,-2,?,1%,0%
O=C(Cn1c(=O)c2ccccc2n(CC(=O)N2CCCCC2)c1=O)N1CCCCC1,6,2,-3,3%,10,-0.7%,-2%,-5,-8%,2%,nt
O=C(Cn1c(C(F)(F)F)nc2ccccc21)Nc1ccccc1N1CCOCC1,-1,-9,2,0%,-6,-0.5%,-2%,-1,-8%,-1%,2%
CCN(CC)S(=O)(=O)c1ccc(C)c(NC(=O)Cc2ccc(S(=O)(=O)N3CCOCC3)s2)c1,nt,-12,2,0%,-7,-0.5%,-4%,9,7%,-2%,nt
COc1ccc(N=C2SCC(c3ccc(C)cc3)=NN2CCO)cc1,-4,-7,-3,-6%,4,0.0%,-2%,4,2%,1%,nt
CS(=O)(=O)N(CCc1ccccc1)CC(=O)N1CCc2ccccc2C1,-6,-2,?,-3%,-1,-1.2%,3%,0,7%,2%,-12%
O=S(=O)(NCCSc1ccc(Cl)cc1)c1ccc(F)cc1,2,-8,5,-1%,-2,0.2%,-6%,0,-5%,-1%,38%[activator]
CCOC(=O)CSc1nc2c(sc(=S)n2-c2ccccc2OC)c(=O)n1-c1ccccc1OC,-13,-3,1,nt,-7,-0.2%,0%,-3,4%,-8%,-2%
COc1ccc(CCC(C)NCCc2ccc(Cl)cc2Cl)cc1 (stereo not given),0,17,8,1%[11.5 µM],?,-0.3%,-3%,3,?,-6%,?
CCCCN(CC)C(=O)c1cc2cc3ccc(Cl)cc3nc2o1,0,4,?,nt,2,-0.8%,0%,2,36%[activator],-7%,8%
COc1ccc(N2CCN(C(=O)C3CCN(S(=O)(=O)c4ccc(F)cc4)CC3)CC2)cc1,5,-2,2,-3%,-5,14%,0%,4,7%,1%,0%
COc1ccc(NS(=O)(=O)c2ccc(NC(=O)c3ccc(CN4CCOCC4)cc3)cc2)cc1,0,0,19,-1%,-12,0.1%,1%,-1,10%,9%,?
CC(OC(=O)c1cc2sccc2n1C)C(=O)NCc1cccs1 (stereo not given),0,4,8,3%,1,-0.9%,4%,-7,-6%,0%,2%
COc1ccccc1-c1nc(COc2ccc(Cl)cc2Cl)no1,0,-11,3,4%,-2,-0.2%,0%,7,-4%,6%,nt
Cc1nc(NC(=O)COC(=O)[C@@H](NC(=O)c2ccco2)C(C)C)c(Cl)cc1Cl,nt,-20,nt,nt,-9,0.3%,nt,-2,nt,8%,nt
O=C(NCC1OCCc2ccccc21)c1cc(COc2c(F)cccc2F)on1 (stereo not given),2,-17,25,0%,1,4.1%,-3%,i,26%,5%,5%
CCOC(=O)c1nn(-c2ccc(Cl)cc2)c2nnc(Cc3ccccc3)c(=O)n12,-10,10,?,-2%,7,-1.6%,3%,4,-8%,1%,2%
N=c1c(C(=O)NCCc2ccccc2)cc2c(=O)n3ccccc3nc2n1Cc1ccco1,3,-19,6,6%,-27,-0.1%,4%,-21,10%,3%,3%
O=C(Cn1cnc2cc([N+](=O)[O-])ccc2c1=O)Nc1ccc(N2CCOCC2)cc1,0,-7,1,-1%,-4,-0.2%,-1%,-1,-3%,3%,nt
CC(C)NC(=O)COC(=O)c1ccccc1CSC1=NCCS1,2,-27,2,2%,3,-0.5%,7%,-13,8%,1%,8%
CC(=O)c1ccc(N2CCN(C(=O)c3cc(-c4ccncc4)nc4ccc(Cl)cc34)CC2)cc1,nt,2,0,-3%,-3,-0.6%,6%,-8,2%,1%,nt
Cc1cccc(/C=C/C(=O)c2cc(Br)ccc(=O)c2O)c1,0,11,1,-5%,-5,0.0%,-4%,8,9%,-2%,?
Cc1cc(C(=O)C(C)Cl)c(C)n1Cc1ccco1 (stereo not given),0,-13,-1,5%,0,-0.9%,-1%,8,4%,2%,?

# Sorted by the number under MLL CXXC-DNA inh (largest number first): three of the compounds above.
Molecule | MLL CXXC-DNA inh
O=C(NCC1OCCc2ccccc21)c1cc(COc2c(F)cccc2F)on1 (stereo not given) | 26%
N=c1c(C(=O)NCCc2ccccc2)cc2c(=O)n3ccccc3nc2n1Cc1ccco1 | 10%
CC(OC(=O)c1cc2sccc2n1C)C(=O)NCc1cccs1 (stereo not given) | -6%

# Source: PubChem
